Screening data: PubChem BioAssay, National Center for Advancing Translational Sciences (NCATS)
G9a block: inhibitors of human histone lysine methyltransferase G9a; G9a H3K9 monomethylation, AlphaScreen, 2 h; Potency, µM (titrated, usually from 102 µM), for the others: at the top dose activity, negative = inhibition, usual class: inhibitors; Q96KQ7; AID 504332; 350,000 compounds, 8.8% hits; note: potency is the fitted concentration of half-maximal effect; % is set by controls: 0 for no effect and ±100 for the full control effect; nearly all actives have a fitted effect of over 75% in size
Target sequence (Q96KQ7 913-1193 limits assumed): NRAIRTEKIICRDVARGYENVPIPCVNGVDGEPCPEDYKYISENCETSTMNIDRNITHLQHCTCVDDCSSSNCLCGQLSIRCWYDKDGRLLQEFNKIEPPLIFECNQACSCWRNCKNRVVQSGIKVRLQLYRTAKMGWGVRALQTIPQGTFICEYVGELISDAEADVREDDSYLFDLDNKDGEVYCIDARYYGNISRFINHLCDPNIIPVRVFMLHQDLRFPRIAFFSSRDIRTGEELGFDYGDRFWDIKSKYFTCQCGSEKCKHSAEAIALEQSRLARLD
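G9a (20 nM) was preincubated 15 min with compound, then reacted 2 h at room temperature with 500 nM biotin-H3K9 peptide and 20 µM SAM. Monomethyl-H3K9 detected by AlphaScreen using anti-H3K9me1 antibody.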
ERG-DNA inh: inhibitors of human ERG Ets domain-DNA interaction; 370,000 compounds, 0.028% hits; AID 624246; fluorescence polarization, His-ERG Ets domain / labelled DNA; P11308; Potency, µM (titrated, usually from 76.9 µM), for the others: top-dose FP activity, negative = inhibition, actives largely listed as inhibitors; active = well fitted inhibition curve with a large enough effect in the polarisation, with a control signal flat; inconclusive = small, poorly fitted or top-dose-only effect, or effect the other way, or a change in a side signal; inactive = no such curve, though single readings can be large or run the other way; the % refers to the polarisation;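 note: polarization taken with two DNA probes labelled with fluorescein and Texas red; potency is the fitted concentration of half-maximal effect; % of control where 0% means no effect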
Target sequence (P11308 whole entry, looked up, the tested form may be a part): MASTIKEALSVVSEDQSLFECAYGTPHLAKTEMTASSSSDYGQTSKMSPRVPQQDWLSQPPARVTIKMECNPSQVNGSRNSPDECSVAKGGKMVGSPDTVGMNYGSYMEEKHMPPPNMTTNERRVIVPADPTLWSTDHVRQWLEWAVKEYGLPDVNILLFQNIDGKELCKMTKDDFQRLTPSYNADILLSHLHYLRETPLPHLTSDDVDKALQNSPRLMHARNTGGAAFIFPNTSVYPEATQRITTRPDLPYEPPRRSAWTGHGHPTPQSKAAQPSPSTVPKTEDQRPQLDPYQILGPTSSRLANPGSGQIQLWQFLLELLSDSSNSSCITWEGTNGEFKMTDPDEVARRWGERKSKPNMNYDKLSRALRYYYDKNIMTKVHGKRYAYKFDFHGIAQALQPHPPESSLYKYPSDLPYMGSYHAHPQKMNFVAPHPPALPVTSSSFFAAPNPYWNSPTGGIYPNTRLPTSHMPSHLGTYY
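His-tagged ERG Ets domain (1 uM in the protein solution; 300mM KCl, 50mM Tris-HCl, 1mM EDTA, 1mM DTT, pH 7.5) received compound, then a probe mix of 5 nM fluorescein-DNA and 100nM Texas-615-DNA. Fluorescence polarization was read for both dyes.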
Tb PGK inh: inhibitors of T. brucei phosphoglycerate kinase; Potency, µM (highest dose often 57.5 µM), inactives show at the top dose activity change, negative = inhibition, hits mostly inhibitors; 380,000 compounds, 0.043% hits; PGK/GAPDH coupled, Kinase-Glo luminescence, 60 min; P07378; note: potency is the fitted concentration of half-maximal effect; % is set by controls: 0 for no effect and ±100 for the full control effect; nearly all actives have a fitted effect of over 60% in size
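Luminescent ATP detection (Kinase-Glo Plus) follows a 60-minute room-temperature incubation, with wells lacking PGK as controls. Buffer: 100 mM TEA (pH 7.6), 5 mM MgCl2, 0.01% Tween-20. Coupling enzyme GAPDH (100 nM final) supplies unstable 1,3-BPG in-well.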
HP1b binding inh: HP1-beta chromodomain-methylated histone interaction inhibition | P83916 | AlphaScreen HP1-beta / biotin-H3K9me3 peptide binding | Potency, µM (doses to about 114 µM), without a hit: top-dose activity change, negative = inhibition, most hits filed as inhibitors | 390,000 compounds, 0.56% hits | AID 540317; note: potency is the fitted concentration of half-maximal effect; nearly all actives have a fitted effect of over 70% in size; inactives centre near 23
Target sequence (P83916 whole entry, looked up): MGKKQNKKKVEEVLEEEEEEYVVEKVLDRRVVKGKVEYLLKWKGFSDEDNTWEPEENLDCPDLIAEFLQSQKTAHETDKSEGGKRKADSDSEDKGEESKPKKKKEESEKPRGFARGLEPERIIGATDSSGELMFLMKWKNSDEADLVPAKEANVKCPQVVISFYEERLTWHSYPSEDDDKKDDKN
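AlphaScreen: HP1-beta (50 nM) preformed 30 min with biotin-H3(1-18)K9me3 peptide (50 nM) in PBS pH 7.4, 0.01% Tween-20. Compound added for 30 min at RT, then streptavidin donor/nickel chelate acceptor beads (10 ug/mL) for 30 min.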
Pin1 inhibitor: human Pin1 inhibition | Q13526 | Potency, µM (doses to about 115 µM), for the others: at the highest dose activity, negative = inhibition, hits mostly inhibitors | 390,000 compounds, 0.009% hits | Pin1 FP peptide displacement, HiFluor488, 10 min | AID 504891; active = well fitted inhibition curve with a large enough effect in the polarisation, with a control signal flat, not every such curve was filed as active; inconclusive = small, poorly fitted or top-dose-only effect, or effect the other way, or a change in a side signal; inactive = no such curve, though single readings can be large or run the other way; the % refers to the polarisation; note: potency is the fitted concentration of half-maximal effect; % is set by controls: 0 for no effect and ±100 for the full control effect
PI4K2A block: inhibitors of human PI4K2A. Q9BTU6. purified PI4K2A, ADP-Glo luminescence, 1 h; active compounds read low. activity change, negative = inhibition, % at 76.9 µM. 420,000 compounds, 0.13% hits; in the data active = activity change below about -50%; inconclusive = mostly about -30% to -49%;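 note: -100% = wells without enzyme as full effect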
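Compounds are screened against recombinant PI4K2A using PI as substrate and ATP, the latter dispensed at 300 microM. Reactions run one hour at ambient temperature before ADP-Glo detection; full inhibition defined by wells lacking enzyme.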
GLS inhibitor: inhibitors of human glutaminase (GLS) | O94925 | GLS enzymatic activity, qHTS titration | Potency, µM (doses to about 45.5 µM), for inactives: top-dose activity change, negative = inhibition, usual class: inhibitors | 410,000 compounds, 0.21% hits | AID 624170; note: potency is the fitted concentration of half-maximal effect; % is set by controls: 0 for no effect and ±100 for the full control effect
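hKGA in 45 mM KH2PO4 pH 8.2, 0.02% Tween-20 with pin-transferred compounds; 1 mM L-glutamine (stock) plus glutamate oxidase/HRP/Amplex Red coupling added. Fluorescence read initially and after 30 min at RT.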
BAZ2B block: blocks human BAZ2B; Potency, µM (highest dose often 114 µM), for inactives: at the highest dose activity change, negative = inhibition, usual class: inhibitors; AlphaScreen BAZ2B-H3K14Ac peptide displacement; 360,000 compounds, 4.4% hits; Q9UIF8; note: potency is the fitted concentration of half-maximal effect; % is set by controls: 0 for no effect and ±100 for the full control effect; nearly all actives have a fitted effect of over 60% in size
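Complex of BAZ2B and biotin-H3K14Ac (50 nM apiece) forms over 30 min at RT, then faces library compounds up to 110 uM for another 30 min; AlphaScreen beads added, 20 min dark incubation, luminescence read.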
JMJD2A Tudor inh: blocks the human JMJD2A Tudor domain; 390,000 compounds, 4.4% hits; AlphaScreen JMJD2A-Tudor / H3K4me3 peptide binding; O75164; Potency, µM (doses to about 114 µM), for the others: at the highest dose activity change, negative = inhibition, hits mostly inhibitors; note: potency is the fitted concentration of half-maximal effect; % is set by controls: 0 for no effect and ±100 for the full control effect; nearly all actives have a fitted effect of over 50% in size
* marks the source's active call; other numbers are inactive results; i = inactive; u = inconclusive; x = no result given; & = joins results of further samples; [ ] = another dose, or the depositor's remark. Unless noted, calls come from the whole dose curve; as a rule, active = well fitted curve in the direction sought with a large enough effect; inconclusive = small, poorly fitted or top-dose-only effect, or another doubt; inactive = no such curve, though single readings can be large; an effect the other way counts as inactive or inconclusive. Not a hit list (roughly 11% active in at least one column).

Compound	G9a block	ERG-DNA inh	Tb PGK inh	HP1b binding inh	Pin1 inhibitor	PI4K2A block	GLS inhibitor	BAZ2B block	JMJD2A Tudor inh
CCNC(=S)NNC(=O)c1cccs1	12%	-2%	-4%	40%[activator]	-8%	1	13%	5%	-6%
Cc1ccccc1NC(=O)c1sc(Cl)nc1-c1ccccc1	45%[59 µM]	-10%	-8%	110%[activator]	-7%	-12	-1%	32%	31%
Cc1ccc2c(CC(=O)NCC3COc4ccccc4O3)coc2c1 (stereo not drawn)	-7%	-3%	-4%	24%	-5%	-1	-20%	8%	6%
COc1ccc(NC(=O)Nc2ccc3c(c2)C(=O)N([C@H](C)CO)C[C@H](C)[C@@H](CN(C)C(=O)Nc2ccc(C(F)(F)F)cc2)O3)cc1	x	11%	-5%	11%	4%	-6	3%	x	-22%
O=C1COc2ccc(C(=O)COC(=O)c3ccc(S(=O)(=O)C(F)F)cc3)cc2N1	-40%	-1%	i	15%	-4%	-2	-19%	6%	-6%
CC(=O)Nc1cccc(OC(=O)N2CCOCC2)c1	-23%[12.7 µM]	0%	i	17%	3%	-2	4%	4%	-15%
O=C(COc1ccc(F)cc1)NCc1ccc2c(c1)CCN2C(=O)c1ccccc1	8%[59 µM]	0%	-5%	-1%	-2%	-5	-6%	-2%	-12%
O=C(COC(=O)/C=C/c1ccc(Cl)cc1Cl)Nc1cc(C(F)(F)F)ccc1N1CCOCC1	-8%[59 µM]	5%	-11%	19%	2%	-2	0%	10%	-1%
COc1ccc(NC(=O)c2cn(-c3ccccc3)nc2SC)cc1	40µM*	-2%	-8%	44%[activator]	0%	-2	-2%	-1%	-19%
COc1cc(S(=O)(=O)NCC2OCCc3ccccc32)ccc1-n1cnnn1 (stereo not drawn)	-49%[59 µM]	-8%	-1%	4%	-9%	4	14%	-3%	-7%
CC1CCCCN1S(=O)(=O)c1ccc(C(=O)Nc2nnc(-c3ccco3)o2)cc1 (stereo not drawn)	x	-2%	1%	27%	3%	-2	14%	89µM*	-10%
CC(C)c1ccc(-c2nc3ccccc3s2)cc1	264%[activator]	-2%	-25%	189%[activator]	0%	-29	-18%	109%[activator]	130%[activator]
CC(O)CNc1nc2ccccc2n1-c1ncnc2sc3c(c12)CCC3 (stereo not drawn)	-4%[59 µM]	1%	-4%	12%	-2%	1	16%	-7%	-31%
COc1ccc(OC)c(S(=O)(=O)N2CCCc3ccccc32)c1	1%[12.7 µM]	1%	-6%	55%[activator]	0%	5	14%	-4%	6%
COc1ccc(/C=C/C(=O)Nc2nc3n(n2)C(c2ccccc2)C=C(c2ccc(Cl)cc2)N3)cc1 (stereo not drawn)	-1%[59 µM]	-2%	-2%	37%	93%[activator]	-1	-18%	-5%	-16%
CN(C1CCCC1)C1CCN(C(=S)Nc2cc(F)cc(F)c2)CC1	u	4%	-5%	8%	1%	-2	-1%	1%	4%
NC(=O)c1sc2nnc(-c3ccccc3)c(-c3ccccc3)c2c1N	-24%	-6%	-7%	26%	u	-10	-1%	-2%	-13%
COc1ccc(CN=CC2=C(O)CNC2=O)cc1	13%[12.7 µM]	2%	i	62%[activator]	-11%	6	-4%	-24%	5%
N#CCCN1CCN(S(=O)(=O)c2ccc(C#N)cc2)CC1	-20%	-3%	-4%	16%	-14%	-6	0%	3%	-5%
Cc1cc(S(=O)(=O)N2CCN=C2c2ccccc2)ccc1F	8%[59 µM]	7%	-8%	19%	-1%	-2	-1%	-4%	-6%
CS(=O)(=O)c1ccccc1C(=O)Nc1ccccc1Cc1ccccc1	-13%	4%	-7%	13%	-3%	10	0%	-9%	-4%
CCCCN(C(=O)C1CC(=O)N(c2ccc(C)cc2)C1)c1c(N)n(CCC)c(=O)[nH]c1=O (stereo not drawn)	45µM*	-2%	-5%	25%	-4%	-2	-13%	10%	-12%
COc1ccc(-c2c(C)nn3c(N4CCC5(CC4)OCCO5)cc(C)nc23)cc1OC	3%[59 µM]	-7%	-6%	36%	0%	-2	-11%	-1%	-22%
CCC(=O)c1ccc(OCC(=O)N2CCN(C(=O)c3ccccc3)CC2)cc1	9%[12.7 µM]	16%	-2%	43%[activator]	-8%	2	1%	-5%	0%
CC(C)(C)n1ncc2c(=O)n(CC(=O)NCc3ccccc3)cnc21	16%[59 µM]	6%	-2%	25%	-9%	-5	-13%	0%	-15%
CCN(c1ccccc1)S(=O)(=O)c1cccc(C(=O)N2CCN(S(=O)(=O)c3ccccc3)CC2)c1	u	8%	-10%	7%	3%	-2	2%	-15%	-21%
O=C(c1cc(Br)ccc1O)N1CCN(S(=O)(=O)Cc2ccccc2)CC1	1%[12.7 µM]	1%	1%	23%	5%	2	10%	6%	-2%
COc1cccc(CNC(=O)COc2cc3c(c4oc(=O)cc(C)c24)CCC(C)(C)O3)c1	u	3%	5%	21%	0%	2	-1%	-7%	-20%
CC(CCNC(=O)c1ccccc1)(CCNC(=O)c1ccccc1)[N+](=O)[O-]	x	8%	1%	16%	-11%	-1	6%	x	-10%
Cc1ccccc1C(C(=O)NC1CCCCC1)N(C(=O)c1ccccn1)c1cccnc1 (stereo not drawn)	x	23%	-2%	18%	-1%	2	-7%	-2%	-11%
O=C(CSc1ncccn1)N/N=C/c1cccc([N+](=O)[O-])c1	3%[59 µM]	0%	3%	27%	-10%	0	-2%	1%	1%
O=c1[nH]nc2c3ccccc3cnn12	0%[59 µM]	-7%	-2%	30%	-3%	-17	5%	x	-9%
CCOC(=O)c1cccc(NC(=S)NC(=O)c2cccnc2)c1	50µM*	1%	10%	31%	-4%	-26	14%	-19%	-8%
O=C1C2CCCN2C(=O)N1CCCCN1CCN(c2cccc(Cl)c2)CC1 (stereo not drawn)	u	-19%	i	5%	0%	-1	-5%	-32%	-32%
CCOC(=O)c1cc2c(C(F)(F)F)cc(-c3ccccc3)nc2o1	44%[activator]	1%	1%	45%[activator]	2%	1	-1%	-1%[57.1 µM]	6%
COc1cccc(-n2sc3c(c2=S)-c2cc(OC)ccc2NC3(C)C)c1	u	1%	4%	5.6µM*	-1%	-7	7%	10µM*	11µM*
CC(=O)N1CCN(c2ccc(S(C)(=O)=O)cc2[N+](=O)[O-])CC1	7%	1%	i	15%	-1%	-2	3%	3%	-10%
Cc1[nH]c2ccccc2c1/C=C/C(=O)c1ccncc1	x	3%	-4%	22%	u	2	-4%	0%	-11%
N#Cc1c(N)sc2c1CCN(CCc1ccccc1)C2	-20%[59 µM]	2%	-3%	21%	u	5	-3%	-3%	-20%
c1ccc(C2c3[nH]c4ccccc4c3CCN2Cc2cccn2-c2cccnc2)nc1 (stereo not drawn)	u	6%	-7%	9%	-16%	-7	1%	32µM*	u
CC(CN(C)Cc1ccccc1)OC(=O)c1ccc(F)cc1 (stereo not drawn)	-16%	-4%	-6%	119%[activator]	-13%	-1	0%	40%[activator]	-3%[57.1 µM]
COc1ccc(CNC(=O)CC(C)CC2=NS(=O)(=O)c3ccccc3N2)cc1 (stereo not drawn)	7%[59 µM]	-1%&-2%	11%	38%&27%	-7%&0%	2&-8	-3%&-15%	2%&-1%	-19%&-12%
CC(C)(C)NC(=O)/C(=C\c1ccc(Br)cc1)NC(=O)c1cccs1	4%[59 µM]	-3%	-6%	13%	43%[activator]	2	0%	3%	-8%
COc1ccc(CCNC(=O)c2ccc(CS(=O)Cc3ccc(C)cc3)o2)cc1OC (stereo not drawn)	16%	5%	-2%	47%[activator]	-15%	-3	-3%	-1%	-17%
C=CCn1c(SCc2ccc(C(=O)O)cc2)nc2sc(C)c(C)c2c1=O	2%[12.7 µM]	0%	-2%	18%	-1%	-1	-3%	-15%	-17%
Cc1[nH]c2ccc(C(=O)Nc3ccc(F)cc3)cc2c1C	-32%[59 µM]	-4%	-14%	1%	1%	-4	-2%	u	u
Cc1ccccc1OCC(=O)OCn1nnc2ccccc2c1=O	x	-5%	i	19%	-8%	2	2%	3%	1%
Cc1ccc(NC(=O)CCNS(=O)(=O)c2ccc3[nH]c(=O)oc3c2)cc1C	x	2%	-4%	24%	-11%	-7	3%	-18%	2%
c1cncc(CNc2ncnc3sccc23)c1	-6%	1%	-8%	30%	-1%	10	-6%	5%	-3%
O=C(NCc1ccc(Cl)cc1)C1CCCN(c2ncnc3c2nc2n3CCCCC2)C1 (stereo not drawn)	x	13%	-5%	16%[57 µM]	3%	5	-1%	-11%	-15%
CCS(=O)(=O)c1ncc(Cl)c(C(=O)Nc2c(C(=O)Nc3cccc(C)c3)oc3ccccc23)n1	u	1%	-3%	25%	25%	-3	1%	0%	-1%
CNC(=O)c1cc(S(=O)(=O)N(C)C)ccc1Cl	2%[12.7 µM]	-3%	i	30%	0%	-3	-7%	7%	0%
CCCc1ccc(C(=O)Cn2nc(C(=O)O)c3ccccc3c2=O)cc1	4%	10%	-9%	42%[activator]	10%	-5	-2%	-8%	-10%
